Granule exo inh = blocks lytic granule exocytosis. TALL-104 LAMP-1 surface exposure, flow cytometry; cells stimulated with thapsigargin and PMA. inhibition, % at 10 µM. actives 0.66% (n = 360,000). AID 651702;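 active means inhibition above about 55%, limit read from the data; inconclusive means no clear call, values can overlap the other calls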
H9c2 protect = protects H9c2 cardiomyocytes from peroxide injury; H2O2 injury protection, ATPLite, 2 h; protection from H2O2 cell death, % at 20 µM; actives 0.63% (n = 360,000);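 active means compounds giving at least 50% protection of heart cells from peroxide-induced death in the single-dose screen, raw or plate-pattern-corrected value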;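 further: 0% = DMSO wells with peroxide and 100% = DMSO wells without peroxide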
ABHD5-PLIN5 inh = ABHD5-PLIN5 protein interaction inhibition; Split G. princeps luciferase complementation, luminescence, 4 h; actives 0.78% (n = 360,000); AID 602281; Q00G26+Q8WTS1; inhibition, % at 4 µM;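 active means inhibition above the mean inhibition across every tested compound plus 3 SD, cut at about 22% in these data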;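 further: 0% = DMSO only wells and the 100% control is not disclosed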
HTR2A ag = agonists of mouse serotonin 5-HT2A receptor (HTR2A); actives 0.66% (n = 360,000); CHO-K1 mHTR2A beta-arrestin complementation, luminescence; percent of 30 µM serotonin response; P35363; activation, % at 7.6 µM;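 active means activation above a run cutoff, the mean activation of all tested compounds plus 3 SD, cut at about 14% in these data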;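 further: 0% = plate median of compound wells and 100% = 30 µM serotonin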
Target sequence (P35363 whole entry, looked up): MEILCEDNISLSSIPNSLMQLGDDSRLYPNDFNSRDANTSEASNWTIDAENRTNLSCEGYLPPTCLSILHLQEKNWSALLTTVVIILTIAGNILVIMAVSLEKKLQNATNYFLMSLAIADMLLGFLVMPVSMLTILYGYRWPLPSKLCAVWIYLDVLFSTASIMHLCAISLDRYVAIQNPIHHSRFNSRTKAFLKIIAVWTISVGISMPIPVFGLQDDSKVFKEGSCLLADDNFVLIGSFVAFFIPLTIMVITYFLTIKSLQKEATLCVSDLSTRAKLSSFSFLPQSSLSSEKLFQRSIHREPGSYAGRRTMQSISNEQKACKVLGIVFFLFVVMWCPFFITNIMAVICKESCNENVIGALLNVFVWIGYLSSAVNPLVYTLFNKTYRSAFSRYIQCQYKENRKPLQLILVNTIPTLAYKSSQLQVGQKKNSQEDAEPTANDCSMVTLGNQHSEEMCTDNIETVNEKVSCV
MC4R barr agon = human MC4R agonism via beta-arrestin; actives 0.98% (n = 360,000); activation, % at 8.9 µM; P32245; U2OS MC4R beta-arrestin complementation, luminescence; percent of melanotan II response, DMSO zero;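 active means activation above a per-plate cutoff, the mean activation of sample wells on that plate plus 3 SD, cut at about 8% in these data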
Target sequence (P32245 whole entry, looked up): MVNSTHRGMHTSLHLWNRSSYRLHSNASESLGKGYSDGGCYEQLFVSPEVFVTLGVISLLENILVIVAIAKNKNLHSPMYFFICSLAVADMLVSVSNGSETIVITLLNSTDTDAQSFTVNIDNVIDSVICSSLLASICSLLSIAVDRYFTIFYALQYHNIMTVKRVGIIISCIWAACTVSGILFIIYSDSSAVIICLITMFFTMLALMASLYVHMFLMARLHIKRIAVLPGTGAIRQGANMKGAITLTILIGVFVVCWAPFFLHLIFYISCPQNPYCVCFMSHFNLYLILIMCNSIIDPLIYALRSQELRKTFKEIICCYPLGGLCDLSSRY
iPSC survival up = increases survival of single human iPS cells. hiPSC single-cell survival, ATPlite luminescence; 100% = ROCK inhibitor wells, 0% = DMSO. survival enhancement, % at 20 µM. actives 0.044% (n = 360,000); in the data active means survival enhancement above about 18%;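 further: cells exposed to compounds for 16 hours before the ATP read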
N-glyco inh = N-linked glycosylation inhibition; D54 ERlucT glycosylation luciferase reporter, 24 h; percent of 100 nM tunicamycin response; reporter increase, % at 12.5 µM; actives 0.23% (n = 360,000); AID 588692;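 active means mean luciferase reporter signal, scaled so untreated is 0 and the glycosylation-blocking control 100, at or above a set limit in every replicate; inconclusive means mean reaches the limit but not every replicate does; inactive means mean below the limit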;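 further: luciferase carries N-glycosylation sites so blocking glycosylation raises the light; 0% = median of neutral control wells and 100% = median of 100 nM tunicamycin wells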
aDG glyco act = alpha-DG glycosylation activation | Pro5-aDG cells, alpha-DG glycosylation AlphaScreen (IIH6); 0% Pro5, 100% B10-LARGE cell signal | activation, % at 10 µM | actives 0.22% (n = 360,000) | AID 624168;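 active means activation of at least 8% versus controls, or a plate z-score of at least 8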;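 further: Pro5 are CHO cells carrying HIG-tagged alpha-DG that lacks glycosylation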
ABCB6 inh MLPCN = human ABCB6 transporter inhibition; Q9NP58; actives 0.19% (n = 360,000); fluorescence ratio to DMSO, % at 10 µM; K562-ABCB6 porphyrin accumulation, flow cytometry, 1 h; stronger effect = lower value;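 active means fluorescence ratio to DMSO below 75%, the collection mean minus 3 SD; inconclusive means too few cells collected in the well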;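 further: signal is porphyrin accumulated inside mitochondria; 100% equals median channel fluorescence of DMSO control wells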
MC4R antag cAMP = human MC4R antagonism in cAMP assay; MC4R-expressing cells, MTII-stimulated cAMP, LANCE TR-FRET; inhibition, % at 6.5 µM; actives 0.48% (n = 360,000); AID 540295;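 active means inhibition above its plate's cutoff, the mean of tested wells on that plate plus 3 SD, cut at about 29% in these data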;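 further: 0% = Melanotan II alone and 100% = Melanotan II plus saturating MCL0020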
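Assay system: U2OS-MC4R stable cell line; Also added: Melanotan II; Technique: Eu-cAMP/anti-cAMP TR-FRET, emission 671 nm; Times: 30-min compound, 1-h challenge, 1-h detection, room temperature.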
* = called active by the depositor; ? = inconclusive; / = not tested or not shown. An unsorted share of the library; any-hit rate near 4.5%.

SMILES	Granule exo inh	H9c2 protect	ABHD5-PLIN5 inh	HTR2A ag	MC4R barr agon	iPSC survival up	N-glyco inh	aDG glyco act	ABCB6 inh MLPCN	MC4R antag cAMP
CCc1ccccc1NC(=O)CCOc1ccccc1	-6.5	-1.1	4.9	1.4	-1.0	-0.6	-3.7	0.2	95.0	9.1
O=C(NCc1ccccc1Cl)C1CCCO1 (stereo not drawn)	-11.4	-3.6	2.5	10.5	-4.8	0.4	0.4	0.2	101.0	6.5
C=CCn1c(CNC(=O)c2ccco2)nnc1SCC(=O)Nc1cccc(F)c1	-0.8	1.2	-2.0	0.0	-2.3	0.6	-1.4	0.0	95.0	25.6
O=C(c1cccc(NS(=O)(=O)c2ccc(F)c(F)c2)c1)N1CCN(Cc2ccccc2)CC1	1.1	-1.0	-3.2	-3.2	-0.2	-0.4	-3.5	0.1	102.0	6.6
c1csc(C(c2nnnn2C2CCCC2)N2CCOCC2)c1 (stereo not drawn)	3.8	-5.8	-1.2	3.8	-0.4	2.5	-1.2	0.0	99.0	0.9
CC(NC(=O)C(=O)N1CCCCC1)C(c1cccs1)N1CCN(c2ccc(F)cc2)CC1 (stereo not drawn)	-0.9	-8.4	3.2	4.5	-1.7	-0.4	-1.9	0.2	98.0	-0.4
CCOC(=O)C(C(=O)OCC)C1CS(=O)(=O)CC1C(C(=O)OCC)C(=O)OCC (stereo not drawn)	-0.5	-2.8	-4.1	1.8	5.3	2.7	1.8	0.1	111.0	-5.1
Cc1ccc(C(=O)N/C(=C\c2ccc(F)cc2)C(=O)NCc2ccncc2)cc1	-3.2	2.6	-4.4	-3.1	-1.9	-1.0	4.8	-0.4	100.0	1.9
CC(Oc1ccccc1F)C(=O)NN (stereo not drawn)	-0.8	1.9	0.9	0.0	0.6	7.9	0.5	0.0	101.0	18.6
CC(C)c1nnc(NC(=O)CCC(=O)N2CCN(C3c4ccccc4-c4ccccc43)CC2)s1	-2.4	7.3	-6.2	-1.1	0.0	3.8	3.7	0.0	101.0	-1.2
CCCSc1cc(=O)n(-c2ccccc2)nc1C(=O)O	-4.3	-2.1	4.3	-0.2	-3.5	-0.9	-1.7	0.0	96.0	2.3
CCOC(=S)SCC(=O)N1CCc2cc(OC)c(OC)cc2C1C1C(=O)CC(C)(C)CC1=O (stereo not drawn)	1.2	-0.1	6.8	0.3	0.7	7.2	2.1	0.0	102.0	15.6
NC(=O)c1cc(-c2ccccc2)nc(Oc2ccccc2)n1	-3.4	5.7	-1.9	-5.3	3.5	0.3	-1.0	0.2	99.0	11.1
CCOC(=O)/C=C/c1ccc(C(F)(F)F)cc1S(=O)(=O)NC(C)(C)C	3.3	-0.1	13.0	-0.7	6.9	-0.8	2.1	0.5	89.0	21.6
O=C(Cn1cnc2c(oc3ccccc32)c1=O)NCc1ccccc1	-1.6	-6.4	9.0	-4.1	-0.3	1.0	9.1	0.0	97.0	7.0
Cc1ccc2nc3c(cc2c1)c(NC(=O)C(C)(C)C)nn3CC(C)C	36.0	9.8	-3.7	-1.5	1.1	-0.4	2.7	1.3	93.0	0.7
O=C(CN1C(=O)CCSc2ccc(S(=O)(=O)N3CCCC3)cc21)NCc1ccccc1Cl	-1.5	8.8	3.3	-1.1	-0.6	1.6	-4.1	0.5	96.0	-5.8
Cc1cc(C)cc(NC(=O)CCn2c(=S)[nH]c3ccccc3c2=O)c1	-1.3	1.5	-2.5	4.2	0.9	1.0	0.9	0.0	98.0	2.0
COC(c1ccccc1)c1nnc(CCC(=O)N2CCN(CCOc3ccccc3)CC2)o1 (stereo not drawn)	2.4	-2.6	-1.5	-0.2	1.5	0.3	0.8	0.7	105.0	13.7
Cc1cc(N2CCCCC2)nc2ccc(NC(=O)CCC(=O)NCCC(C)C)cc12	5.1	2.7	2.9	-4.6	-2.8	-0.2	0.0	0.4	96.0	0.2
Cc1ccc(C2CCN(C(=S)NC(C)(C)C)C2)cc1 (stereo not drawn)	-1.8	-1.6	-5.2	2.5	0.9	0.5	-2.0	0.7	99.0	-0.8
c1csc(-c2nnc(N3CCOCC3)c3ccccc23)c1	5.8	1.9	5.5	-0.1	0.4	0.6	-2.0	-0.4	96.0	-1.3
CC1Cc2ccccc2N1C(=O)C1CCCCN1S(=O)(=O)c1ccccc1 (stereo not drawn)	-0.5	2.7	-3.5	-8.3	0.1	3.1	-4.1	0.2	99.0	2.8
CCOC(=O)C1CCCN(C(=O)c2cccc(NC(=O)C(CC)CC)c2)C1 (stereo not drawn)	1.9	-1.3	3.6	11.9	3.8	-0.6	0.1	-0.1	91.0	5.4
COC(=O)COc1ccc(/C=N/NS(=O)(=O)c2ccccc2)cc1	-1.8	7.6	-5.9	5.1	-0.7	-0.5	-1.3	-0.1	96.0	8.0
Cc1cccn2c(=O)c3cc(C(=O)N4CCN(Cc5ccccc5)CC4)sc3nc12	-0.9	5.6	7.0	-6.4	1.5	-0.3	3.3	0.0	102.0	-3.8
O=C(NCCCN1CCOCC1)c1c(F)c(F)c(F)c(F)c1F	-1.3	-1.8	5.0	11.2	1.0	-0.3	2.0	0.3	95.0	-0.5
CC1CN(Cc2ccccc2)c2nc3c(c(=O)n(CC(=O)O)c(=O)n3C)n2C1 (stereo not drawn)	1.6	-6.3	13.4	8.3	-0.4	-0.6	3.3	0.3	105.0	-7.2
CCN(C(=O)CSc1nnc(-c2ccncc2)n1-c1ccccc1)C1CCS(=O)(=O)C1 (stereo not drawn)	-5.0	5.1	-2.8	-3.4	-3.2	0.3	-1.0	0.0	95.0	-3.2
CS(=O)(=O)Nc1cccc(NC(=O)C2Cc3c(-c4cccc(F)c4)ccnc3O2)c1 (stereo not drawn)	7.7	3.1	-7.7	-7.0	1.2	-2.6	9.3	-0.1	98.0	-4.2

One compound at a time (already shown). Screens in order: Granule exo inh | H9c2 protect | ABHD5-PLIN5 inh | HTR2A ag | MC4R barr agon | iPSC survival up | N-glyco inh | aDG glyco act | ABCB6 inh MLPCN | MC4R antag cAMP
Record of CC1CN(Cc2ccccc2)c2nc3c(c(=O)n(CC(=O)O)c(=O)n3C)n2C1 (stereo not drawn) → 1.6 | -6.3 | 13.4 | 8.3 | -0.4 | -0.6 | 3.3 | 0.3 | 105.0 | -7.2
Record of Cc1ccc(C2CCN(C(=S)NC(C)(C)C)C2)cc1 (stereo not drawn) → -1.8 | -1.6 | -5.2 | 2.5 | 0.9 | 0.5 | -2.0 | 0.7 | 99.0 | -0.8

An excerpt from above in order of the HTR2A ag value, ascending.
structure	HTR2A ag
Cc1cc(N2CCCCC2)nc2ccc(NC(=O)CCC(=O)NCCC(C)C)cc12	-4.6
Cc1cc(C)cc(NC(=O)CCn2c(=S)[nH]c3ccccc3c2=O)c1	4.2
COC(=O)COc1ccc(/C=N/NS(=O)(=O)c2ccccc2)cc1	5.1
CC1CN(Cc2ccccc2)c2nc3c(c(=O)n(CC(=O)O)c(=O)n3C)n2C1 (stereo not drawn)	8.3
CCOC(=O)C1CCCN(C(=O)c2cccc(NC(=O)C(CC)CC)c2)C1 (stereo not drawn)	11.9

(more compounds)
SMILES	Granule exo inh	H9c2 protect	ABHD5-PLIN5 inh	HTR2A ag	MC4R barr agon	iPSC survival up	N-glyco inh	aDG glyco act	ABCB6 inh MLPCN	MC4R antag cAMP
COc1cc(OC)c(NC(=O)c2csc(C)c2)cc1Cl	-2.6	2.2	-3.6	-5.7	-3.2	0.1	2.0	-0.1	97.0	6.3
CCOc1ccccc1OCCC(=O)N1CCN(S(=O)(=O)c2ccccc2[N+](=O)[O-])CC1	-0.8	-3.5	6.4	12.2	-1.2	-0.4	-10.7	0.8	95.0	6.3
O=C(NCC1CCCO1)c1cc(-c2ccncc2)nc2ccc(S(=O)(=O)N3CCOCC3)cc12 (stereo not drawn)	0.9	12.5	-3.8	-1.4	-2.2	0.7	0.6	0.2	87.0	-9.6
O=C1CS/C(=N/N=C2CCCC2)N1	-3.5	6.7	6.0	-3.0	-0.7	-1.0	2.5	0.4	99.0	-1.3
O=C(O)C1C2C=CC(O2)C1C(=O)NCc1ccc(Cl)cc1 (stereo not drawn)	-1.0	1.3	2.3	-0.4	1.0	-3.0	1.1	-0.1	96.0	3.3
O=C(OCC(=O)N(C1CCCCC1)C1CCCCC1)c1ccco1	0.5	0.1	-6.4	0.9	4.8	2.5	-0.8	-0.1	95.0	7.5
COc1ccc(CN2C(=O)CS/C2=N/N=C/c2cccs2)cc1	2.2	-16.8	-5.9	-2.6	-1.2	-0.6	-2.1	0.2	97.0	2.0
CCC(=O)Nc1nc2ccc(NC(=O)c3cc(OC)c(OC)c(OC)c3)cc2s1	-0.6	33.7	4.2	-3.1	-0.6	-0.5	1.0	0.0	95.0	5.9
CCOc1ccccc1NC(=O)CCCn1cc([N+](=O)[O-])cn1	4.9	-2.2	-2.5	-0.1	-2.6	0.2	0.9	-0.3	100.0	-4.0
O=c1cc(CN2CCN(Cc3ccc(F)cc3)C(CCO)C2)[nH]c2ccccc12 (stereo not drawn)	5.3	4.0	3.9	-2.1	-0.3	0.0	-3.3	-0.1	?	-5.6
Cc1ccccc1OCCn1cnc2cc([N+](=O)[O-])ccc2c1=O	12.0	3.8	-1.8	-1.2	2.0	-0.5	-0.8	1.2	101.0	10.1
CCN(CC)c1ccc(NC(=O)c2ccc(Br)o2)cc1	-1.3	-23.6	-1.7	-5.7	-2.2	-3.0	-4.1	-0.3	97.0	-3.8
CC1=C(C(=O)N(C)C)CC(CC(=O)NCc2cccc3ccccc23)C(=O)N1CCC1=CCCCC1 (stereo not drawn)	-4.2	2.7	4.9	1.4	2.8	4.6	-1.3	0.2	98.0	12.0
CCOC(=O)CN(C)C(=O)C1CCCN1C(=O)OC(C)(C)C (stereo not drawn)	-5.8	12.0	3.3	-10.5	-1.2	5.2	2.6	0.1	100.0	7.0
Nc1ncnc2c1ncn2[C@@H]1O[C@H](C(=O)Nc2ccc(C(=O)N3CCCCC3)cc2)[C@@H](O)[C@H]1O	0.2	1.7	-4.7	7.7	/	-1.1	1.6	0.0	97.0	/
CCC(SC1=NCCS1)C(=O)Nc1ccc(S(N)(=O)=O)cc1 (stereo not drawn)	-5.5	-1.3	-15.6	-0.2	-1.9	1.4	-0.4	-0.2	100.0	2.9
CCn1c(SCC(=O)Nc2cc(C)on2)nc2c(c1=O)SCC2	8.4	7.5	4.6	1.3	-2.8	-0.5	2.6	-0.1	99.0	-2.7
N/C(=N\OC(=O)Cc1ccc(-c2ccccc2)cc1)c1cccc([N+](=O)[O-])c1	-0.8	-7.0	1.2	1.5	1.6	0.0	0.3	-0.2	97.0	7.4
O=C(Cn1nc(Cc2ccncc2)c2ccccc2c1=O)Nc1cccnc1Cl	-2.9	4.7	-4.2	0.0	-2.3	-0.3	-1.7	0.0	98.0	4.5
CCOC(=O)C1Sc2ccccc2NC1=O (stereo not drawn)	-4.7	2.9	-3.8	-2.3	-0.7	-0.5	3.1	0.1	97.0	5.3
COc1ccc(-c2csc(NC(=O)C3CSC4(C)CCC(=O)N34)n2)c(OC)c1 (stereo not drawn)	-16.8	4.4	-2.7	8.6	-2.0	-0.5	-3.3	-0.5	99.0	9.1
CC(c1ccon1)N(C)Cc1cn[nH]c1-c1ccc(F)cc1F (stereo not drawn)	0.6	-2.3	1.6	1.3	-3.6	-0.6	-2.2	-0.1	101.0	-3.3
